STEP inh = STEP (human) phosphatase inhibition; actives 0.25% (n = 360,000); recombinant STEP, OMFP fluorogenic substrate, fluorescence; P54829; inhibition, % at 20 µM; AID 588621;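 active means inhibition at 20 µM, scaled per plate between control wells, above about 37%, limit read from the data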;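 further: 0% = DMSO with enzyme and substrate and 100% = substrate only without enzyme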
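Assay system: isolated STEP enzyme. Buffer or medium: pH 6.0 Bis-Tris with DTT and Tween 20. Also added: fluorogenic phosphatase substrate OMFP at 25 µM final. Dosing: 20 µM, 1% DMSO. Timing: 20 min reaction, room temperature, in the dark. Measured by: fluorescence intensity, excitation 480 nm, emission 540 nm. Evaluation: normalized % inhibition.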
LMPTP block = blocks human LMPTP phosphatase | P24666 | recombinant LMPTP-A, OMFP fluorogenic substrate, fluorescence intensity | inhibition, % at 20 µM | actives 0.22% (n = 360,000);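 active means compounds that cut the enzyme signal by at least half of the control window in the single-dose screen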;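 further: plate controls were DMSO wells with enzyme plus substrate for no effect and substrate without enzyme for full effect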
Target sequence (P24666 whole entry, looked up): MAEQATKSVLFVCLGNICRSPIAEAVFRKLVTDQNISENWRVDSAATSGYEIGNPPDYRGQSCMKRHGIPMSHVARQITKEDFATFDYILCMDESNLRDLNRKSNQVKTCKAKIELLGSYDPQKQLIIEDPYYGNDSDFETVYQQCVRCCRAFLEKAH
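Test system: LMPTP-A, protein tyrosine phosphatase of low molecular weight; Input: 0.625 nM enzyme; Incubation: 50 min dark incubation at room temperature; Signal: endpoint fluorescence intensity from OMFP dephosphorylation; Read-out basis: % inhibition versus control wells.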
DNMT1 block = inhibitors of human DNMT1 | DNMT1 molecular beacon, Hinp1I cleavage, fluorescence | actives 0.83% (n = 360,000) | inhibition (reported as % activation of signal), % at 10 µM; in the data active means inhibition above about 50%
Neddyl block = cullin neddylation inhibition; P61081+Q13564; TR-FRET cullin neddylation, biochemical; calls only at 25 µM; actives 0.58% (n = 360,000); AID 651699; in the data active means inhibition above about 36%
SUMO1 PPI mod = alters human SUMO1 binding to SIM partners; SUMO1 binding to a labelled peptide, TR-FRET, 1 h; inhibition, % at 20 µM; actives 0.33% (n = 360,000); AID 602429; in the data active means inhibition above about 37%
Target sequence (P63165 whole entry, looked up): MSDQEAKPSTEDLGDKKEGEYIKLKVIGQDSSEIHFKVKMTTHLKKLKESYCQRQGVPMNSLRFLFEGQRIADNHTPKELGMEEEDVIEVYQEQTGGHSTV
Rin1-Abl PPI inh = blocks binding of human Rin1 to Abl | inhibition, % at 7.35 µM | AID 588664 | actives 0.4% (n = 360,000) | TR-FRET Rin1/Abl binding, biochemical; in the data active means inhibition above about 5%, passing the limit was not always enough
CSN deneddyl inh = inhibitors of human CSN-mediated cullin deneddylation. Q92905. Purified CSN, SCF-Nedd8-OG deneddylation, fluorescence polarization. inhibition, % at 12.5 µM. actives 0.38% (n = 360,000);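 active means pattern-corrected inhibition above about 35%, with an unprinted fluorescence ratio check between 0.5 and 1.5, limit read from the data, passing the limit was not always enough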;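 further: 0% = enzyme with substrate and 100% = substrate without enzyme; some results filed as inactive read as strong as hits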
Target sequence (Q92905 whole entry, looked up, one chain of several): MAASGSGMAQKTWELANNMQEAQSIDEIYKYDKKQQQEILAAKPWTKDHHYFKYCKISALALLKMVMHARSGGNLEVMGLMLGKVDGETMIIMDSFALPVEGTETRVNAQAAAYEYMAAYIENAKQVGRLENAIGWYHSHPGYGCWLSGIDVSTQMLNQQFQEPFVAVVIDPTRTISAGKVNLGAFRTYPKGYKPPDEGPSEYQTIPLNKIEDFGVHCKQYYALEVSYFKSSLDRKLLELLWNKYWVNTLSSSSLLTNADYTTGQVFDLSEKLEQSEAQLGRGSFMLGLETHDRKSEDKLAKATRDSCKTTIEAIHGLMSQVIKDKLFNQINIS
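Schedule: reaction 90 min, room temperature / Assay system: HEK293T-derived human Csn5 enzyme / Input: Csn5 at 0.24 nM final / Measure: inhibition of Csn5 cleavage, % / Control set: substrate-only high control, full reaction low control / Technique: fluorescence polarization of the substrate / Buffer or medium: Tris/NaCl/DTT buffer, pH 7.5 / Reagent: SCFSkp2-Nedd8OG substrate at 10 nM final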
Scp1 inh = inhibitors of human Scp-1 phosphatase; AID 493091; Recombinant Scp1, phosphopeptide, malachite green phosphate absorbance; Q9GZU7; inhibition, % at 20 µM; actives 0.88% (n = 340,000);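 active means inhibition above about 50% at 20 µM, limit read from the data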;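 further: plate controls were DMSO wells with enzyme for no effect and wells lacking enzyme for full effect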
Target sequence (Q9GZU7 76-261 limits assumed): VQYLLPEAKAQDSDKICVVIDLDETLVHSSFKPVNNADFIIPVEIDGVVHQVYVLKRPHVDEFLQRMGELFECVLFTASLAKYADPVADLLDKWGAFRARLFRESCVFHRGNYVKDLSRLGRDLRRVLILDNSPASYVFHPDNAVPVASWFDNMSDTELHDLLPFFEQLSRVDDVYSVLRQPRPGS
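Assay system: SCP-1 catalytic fragment, aa 76-261 | Buffer or medium: Tris acetate buffer pH 5.5 with MgCl2 and Tween-20 | Compound: One concentration, 20 µM, with 1.0% DMSO | Also added: Phospho 17-mer peptide substrate | Signal: Absorbance at 630 nm | Incubation: 45 min enzyme reaction at room temperature | Measure: % inhibition of SCP-1 phosphate liberation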
NadD inh = inhibitors of Staphylococcus aureus NadD. purified NadD enzyme, colorimetric absorbance read-out. inhibition, % at 20 µM. AID 602399. actives 0.78% (n = 360,000); in the data active means inhibition above about 26%; further: some compounds past the cut are filed as inactive
Rpn11 inh = blocks the human proteasome subunit Rpn11; human 26S proteasome, Ub4-pepOG fluorescence polarization; 20S core pre-blocked with epoxomicin; calls only at 20 µM; actives 0.59% (n = 360,000);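 active means inhibition at 20 µM, scaled to each plate's controls, above about 33%, limit read from the data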
* = called active by the depositor; i = inactive; . = no result given.

Fields – STEP inh	LMPTP block	DNMT1 block	Neddyl block	SUMO1 PPI mod	Rin1-Abl PPI inh	CSN deneddyl inh	Scp1 inh	NadD inh	Rpn11 inh
1: O[C@@H]1C[C@H](c2ccc(Cl)cc2)N(CC2CCCCC2)C[C@H]1n1cc(C2CC2)nn1
    -2.3	1.4	7.3	i	5.3	-4.7	2.4	.	-1.3	i
2: O=C(/C=C/c1ccc(S(=O)(=O)N2CCOCC2)cc1)N1CCN(c2ccccc2)CC1
    2.2	-0.2	8.6	i	-6.6	3.0	1.3	4.0	6.1	i
3: O=C(O)[C@H](Cc1ccccc1)NC(=O)C(c1ccccc1)(c1ccccc1)c1ccccc1
    -0.9	-1.6	4.4	i	7.8	3.0	2.1	-13.9	-2.8	i
4: Cc1ccc(/C=C2/SC(=S)N(CC(=O)Nc3ncc(Cc4ccc(C)cc4)s3)C2=O)cc1
    -3.1	-1.3	12.3	i	-1.1	1.9	3.7	-4.3	25.0	i
5: COc1ccc(CNC(=O)CN(C(=O)CCC(=O)Nc2ccccn2)c2cc(C)ccc2C)cc1
    -2.4	-0.7	2.2	i	0.0	2.9	1.8	2.6	-1.9	i
6: Cc1ccc(C(NC(=O)C2CCN(Cc3ccc(Cl)c(Cl)c3)CC2)c2ccccn2)cc1 (configuration not stated)
    -1.4	-2.1	-2.0	i	0.6	-5.8	4.6	.	-1.8	i
7: O=C(COC(=O)c1cccc(Br)c1)NCCc1ccc(F)cc1
    -1.7	0.2	0.7	i	0.1	3.5	-1.6	-8.7	-4.3	i
8: CC(=O)N1CCN(c2ccc(NCc3ccco3)cc2)CC1
    -0.8	-1.2	4.8	i	-5.9	-3.7	0.0	-8.2	-1.3	i
9: COc1ccc(C2CC(=O)C3=C(C2)Nc2ccccc2N(C(C)=O)C3c2ccco2)cc1 (configuration not stated)
    0.9	1.0	-2.9	i	3.6	2.0	-2.6	-6.5	-3.3	i
10: COc1ccc(NC(=O)CSc2nc3ccccc3c(=O)n2CCCN2CCCCC2)c(OC)c1
    -0.3	1.0	6.0	i	4.2	-2.3	2.0	0.0	-0.5	i
11: CCOC(=O)CSc1cc(CS(=O)(=O)c2ccccc2)nc(-c2ccccc2)n1
    -2.9	-0.9	-1.2	i	-0.2	-1.8	0.9	-20.3	-15.2	i
12: Cc1ccc(C2=NN(C(=O)CSc3nc4ncc(Cl)cc4[nH]3)C(c3ccco3)C2)cc1 (configuration not stated)
    -2.0	0.5	-2.5	i	0.0	3.2	2.6	-0.4	-5.5	i
13: CCCCn1cnc2c([nH]c3ccccc32)c1=O
    -0.9	-1.1	1.8	i	-1.4	1.8	-6.1	-1.6	-1.6	i
14: Cc1ccccc1OC(=O)c1cccc(S(=O)(=O)N2CCN(C)CC2)c1
    -1.6	-2.7	0.6	i	-5.4	7.7	0.8	-3.3	-3.5	i
15: O=c1[nH]c(=O)n(Cc2ccccc2)c2nc(-c3ccco3)cc(C(F)(F)F)c12
    0.4	-0.6	1.5	.	-1.9	-0.6	5.8	-4.2	12.3	i
16: Cc1cc(=O)n(C)c(=O)n1CCCCOc1cccc([N+](=O)[O-])c1
    0.3	-2.9	2.6	i	-16.4	-4.0	1.0	-1.4	-3.7	i
17: COc1cc(OC)cc(C(=O)NC(=S)Nc2cc3oc4ccccc4c3cc2OC)c1
    1.3	1.4	-7.1	i	3.3	-5.7	1.1	-4.0	3.4	i
18: CCC(C)[C@H](NC(=O)[C@H](Cc1ccccc1)n1c(=O)[nH]c2ccccc2c1=O)C(=O)N1CCC(C(=O)O)CC1 (some centres not stated)
    2.4	-1.8	2.7	i	2.0	0.4	16.2	-1.3	2.1	i
19: COc1cccc(NC(=O)CCc2c(C)nc3nc(CNC(=O)c4cccc(F)c4)nn3c2C)c1
    -0.7	-0.6	2.3	i	2.8	3.2	-0.1	-0.3	-3.9	i
20: Cn1c(-c2ccc3c(c2)OCO3)c(C(=O)O)c(=O)c2ccccc21
    -2.6	-3.1	6.1	i	0.0	-1.5	-0.5	-9.0	-2.9	i
21: O=S(=O)(NCCc1ccncc1)c1ccc(Br)cc1
    -2.3	-2.5	2.2	i	1.0	-2.6	1.8	-6.1	2.0	i
22: COC(=O)C(NS(=O)(=O)c1ccccc1Br)C(C)C (configuration not stated)
    -1.7	-2.2	5.7	i	2.5	4.2	-3.6	4.1	-0.5	i
23: COc1ccc(NC(=O)c2cc(C3CCCCN3C(=O)c3ccc(C#N)cc3)on2)c(C)c1 (configuration not stated)
    -1.3	-0.5	4.9	i	-4.4	2.8	-4.5	.	2.9	i
24: COc1ccccc1C(=O)N/C(=C/c1ccco1)C(=O)Nc1ccc(C(=O)O)cc1
    6.8	-0.4	18.8	i	12.4	0.0	15.5	25.1	1.6	i
25: CCOC(=O)[C@@H]1[C@H]2COc3ccccc3[C@@H]2N2C(=O)N(c3ccc(F)cc3)C(=O)[C@@]12C
    -1.6	-0.8	1.6	i	7.7	-0.2	0.2	-7.1	-5.6	i
26: CCOC(=O)c1c(C)oc(/N=C/c2ccccc2O)c1C#N
    0.0	-2.2	1.9	i	-4.2	3.6	-3.7	-18.1	5.4	i
27: NS(=O)(=O)c1cccc2cccnc12
    -2.0	1.5	3.7	i	-0.3	1.4	-4.5	-5.6	1.2	i
28: Cc1ccc(-c2nnn(CC(=O)N(Cc3ccc(F)cc3)C(C(=O)NC3CCCC3)c3ccncc3)n2)o1 (configuration not stated)
    1.4	-0.5	-3.5	i	-1.4	-4.1	-1.3	-7.6	10.6	i
29: Cc1cc(C)c(C)c(S(=O)(=O)NCCCN2CCOCC2)c1C
    -0.3	2.7	0.6	i	2.9	-1.4	-5.4	4.5	-3.7	i
30: COc1cccc(COC(=O)c2nn(-c3ccccc3)nc2N)c1
    -1.8	0.0	0.6	i	1.1	-1.9	1.9	2.1	-0.9	i

Continuation:
Fields – STEP inh	LMPTP block	DNMT1 block	Neddyl block	SUMO1 PPI mod	Rin1-Abl PPI inh	CSN deneddyl inh	Scp1 inh	NadD inh	Rpn11 inh
31: Cc1nc(-c2cccc(S(=O)(=O)N3CC(C)CC(C)C3)c2)cs1 (configuration not stated)
    8.3	1.3	1.1	i	1.8	3.1	-4.0	3.8	-4.9	i
32: COC(=O)CCC(=O)Nc1c(C)n(C)n(-c2ccccc2)c1=O
    -0.2	0.1	3.7	i	-2.4	-4.6	0.5	-0.8	1.0	i
33: COc1ccc(C(O)(C2CCCCC2)C(CN2CCCC2)c2ccccc2)cc1 (configuration not stated)
    0.2	0.4	1.2	i	5.5	2.9	2.0	-2.8	-10.3	i
34: Cc1ccc(NC2=NCC(=O)N2c2ccc3c(c2)OCCO3)c(C)c1
    2.6	-3.6	1.6	i	-3.5	-0.2	1.1	-6.1	9.9	i
35: Cc1ccc(C(=O)Nc2ccccc2C(=O)N2CCN(c3ccccc3)CC2)cc1
    1.6	-0.8	0.6	i	-1.0	-0.8	-0.5	-8.3	-0.5	i
36: CN(C)CCNC(=O)C(=O)NCC1OCCCN1S(=O)(=O)c1cccs1 (configuration not stated)
    -1.9	-1.3	-0.1	i	1.9	-1.3	-13.8	-3.9	4.0	i
37: O=C(Nc1ccc(Cl)cc1Cl)c1cc2ccccc2o1
    0.3	0.7	3.1	.	-0.5	-1.3	-1.0	-12.3	-4.7	i
38: N#C/C(=C\c1cccnc1)c1ccccn1
    0.6	-0.8	1.2	i	-23.0	-2.3	-0.2	-6.8	-5.6	i
39: Cc1ccc2c(c1)C(c1ccccc1)N(C(=O)C(C)C)CC(=O)N2 (configuration not stated)
    2.9	-2.1	0.6	i	6.8	0.1	4.7	-12.9	-0.6	i
40: Cc1ccc(NC(=O)N2CCc3ccccc32)cc1
    -7.2	0.4	0.0	i	-1.5	0.5	-1.5	-4.8	-8.6	i
41: CCC(=O)Nc1ccc(NC(=O)c2ccccc2Cl)nc1
    -2.0	-0.2	1.4	i	-1.0	2.8	3.4	-4.8	-3.2	i
42: CCOC(=O)C(C)n1cnc2c(nnn2-c2ccc(OC)cc2)c1=O (configuration not stated)
    -5.0	-1.8	-0.8	i	-1.9	2.2	1.0	-11.0	3.2	i
43: CC(=O)Nc1ccc(NC(=O)C2CC(=O)N(c3ccccc3Cl)C2)cc1 (configuration not stated)
    -5.2	-1.8	-6.3	i	-0.5	0.3	13.0	3.6	-49.9	i
44: CCN(C)C1CN(Cc2cn(Cc3cc(C)cc(C)c3)nn2)S(=O)(=O)C1 (configuration not stated)
    .	-1.7	.	i	13.3	.	1.0	.	0.4	.
45: COCCOC(=O)C1=C(N)Oc2c(oc(CO)cc2=O)C1c1c(F)cccc1Cl (configuration not stated)
    1.8	-1.9	4.8	i	2.8	-0.5	-9.6	-8.0	-4.7	i
46: CC(=O)/C(=N\Nc1ccccc1)Oc1ccc([N+](=O)[O-])cc1
    0.7	0.0	-6.5	i	-22.0	-3.8	-7.0	-3.6	1.9	i

Screening data (PubChem)

Not a hit list; overall some 3.8% were active at least once.
